Screening data (PubChem)
HSP90 refold inh = HSP90 inhibitors, primary screen, cell lysate, luminescence. Heat shock protein HSP 90 (rabbit reticulocyte lysate; luciferase refolding). Rabbit reticulocyte lysate, luciferase refolding luminescence, 3 h. inhibition, % at 5.6 µM. 290,000 compounds, 0.91% hits. AID 1789, 2009;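 active means inhibition above the screen-wide mean plus 3 SD, computed separately per campaign, cut at about 16% in these data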;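 further: 0% = DMSO wells and 100% = 60 µM geldanamycin wells; inhibitors lower the luminescence because luciferase stays unfolded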
GSK3A inh = blockers of GSK3A enzyme activity – biochemical, luminescence, cell-free homogeneous, HTS, primary screen; Glycogen synthase kinase-3 alpha (Homo sapiens), P49840; GSK-3 alpha kinase, ADP-Glo luminescence, 60 min; inhibition, % at 10 µM; 320,000 compounds, 0.1% hits;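 in the data active means inhibition above about 50%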;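 further: GST-tagged GSK-3 alpha with peptide substrate and 25 µM ATP; 0% = DMSO neutral wells and 100% = GW8510 positive control wells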
Target sequence (P49840 whole entry, looked up): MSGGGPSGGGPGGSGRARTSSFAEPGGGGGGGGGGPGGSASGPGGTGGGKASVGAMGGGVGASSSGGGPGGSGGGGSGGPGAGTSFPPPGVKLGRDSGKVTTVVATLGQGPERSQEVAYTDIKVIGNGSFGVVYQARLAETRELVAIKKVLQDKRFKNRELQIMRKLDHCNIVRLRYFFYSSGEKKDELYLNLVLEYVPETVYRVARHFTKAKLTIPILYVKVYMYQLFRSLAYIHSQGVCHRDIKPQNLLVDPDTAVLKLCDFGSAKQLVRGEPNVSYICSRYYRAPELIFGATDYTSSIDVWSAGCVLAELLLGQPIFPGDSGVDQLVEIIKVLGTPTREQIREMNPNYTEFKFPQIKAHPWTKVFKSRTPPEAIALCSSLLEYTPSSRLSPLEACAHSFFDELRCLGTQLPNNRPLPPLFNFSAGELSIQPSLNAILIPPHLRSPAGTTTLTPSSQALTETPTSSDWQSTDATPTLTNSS
HSF-1 act = HSF-1 activators, primary screen, NIH3T3-HGL cells, MG132 stress, luminescence, single point; activation, % at 9 µM; AID 504408, 2011; 300,000 compounds, 1.7% hits; NIH3T3-HGL HSF-1 luciferase reporter, 8 h; 100% = twice DMSO control signal;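 active means mean replicate activation of at least 50% with a set share of replicates each reaching 50%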;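 further: 0% = median of the neutral control wells and 100% = twice that signal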
HSF1 inhib = HSF1 inhibitors in luciferase reporter cells, primary screen, cell-based, NIH3T3, luminescence; NIH3T3-HGL HSE-luciferase, MG132-induced, luminescence 8 h; stronger effect = lower value; activity change, negative = inhibition, % at 7.5 µM (by protocol); 300,000 compounds, 0.77% hits; AID 2098, 2009;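 active means more than half of replicate wells show activity change below -50%, luminescence cut by over half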;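 further: luciferase reports HSF-1 transcriptional activity via heat shock element; 0% = median of DMSO wells and -100% = zero luminescence signal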
aSyn UTR inh = MLPCN primary screen, SNCA 5' untranslated region | inhibition, % (tested at 7.5 µM) | 300,000 compounds, 0.82% hits | alpha-synuclein 5'UTR reporter, inhibitor activity | AID 1813, 2009; in the data active means inhibition above about 60%;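 further: H4 neuroglioblastoma cells stably carrying SNCA 5'UTR luciferase fusion; 0% = DMSO wells and 100% = positive control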
KLF5 inhibitor = KLF5 expression inhibitors, primary screen, DLD-1 cells, luminescence; 290,000 compounds, 0.23% hits; inhibition, % at 5 µM; AID 1700, 2009; DLD-1 KLF5 promoter-luciferase reporter;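 active means inhibition above a per-plate limit of that plate's mean compound inhibition plus 3 SD, cut at about 60% in these data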;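 further: 0% = DMSO wells and 100% = LY294002 at 200 µM; higher means less KLF5 promoter-driven luciferase light; inactives centre near -14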
Dyrk1A ADPGlo = rat Dyrk1A kinase inhibitors, primary screen, biochemical, single point, plate reader | Dual specificity tyrosine-phosphorylation-regulated kinase 1A (Rattus norvegicus), Q63470 | ADP-Glo luminescence, NFATc1 peptide | inhibition, % at 12.5 µM | 310,000 compounds, 0.43% hits | AID 504441, 2011; in the data active means inhibition above about 50%;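 further: plate controls were vehicle with enzyme for no effect and no enzyme for full effect; many of its hits are not listed in these tables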
Platelet DG rel = inhibitors of platelet dense granule secretion, primary screen, cell-based, MLPCN, human platelets. inhibition, %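 (compounds screened at 7.5 µM in platelet-rich plasma)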. 300,000 compounds, 0.22% hits. human platelet-rich plasma, SFLLRN dense granule ATP release, luminescence. AID 1663, 2009;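 active means mean replicate score, as percent of positive control, at or above 50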
IEC-6 tox = cytotoxicity in IEC-6 intestinal epithelial cells, primary screen, cytotoxicity control for KLF5 inhibitor project, cell-based, luminescence. AID 1825, 2009. IEC-6 cytotoxicity, luminescence viability. inhibition, % at 5 µM. 290,000 compounds, 0.78% hits; in the data active means inhibition above about 22%;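 further: 0% = plate median of test compound wells and 100% = cytotoxic reference compound wells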
GSK3B inh = human GSK3beta kinase inhibitors, primary screen, biochemical, cell-free homogeneous, HTS; Glycogen synthase kinase-3 beta (Homo sapiens), P49841; activity score (negative = inhibition), % at 10 µM; GST-GSK3beta kinase, ADP-Glo luminescence, 60 min; stronger effect = lower value; 300,000 compounds, 0.038% hits;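 active means more than half of replicate wells score below -50%, meaning over 50% inhibition versus plate controls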;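 further: 0% = median DMSO wells and -100% = median GW8510 positive control wells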
Target sequence (P49841 whole entry, looked up): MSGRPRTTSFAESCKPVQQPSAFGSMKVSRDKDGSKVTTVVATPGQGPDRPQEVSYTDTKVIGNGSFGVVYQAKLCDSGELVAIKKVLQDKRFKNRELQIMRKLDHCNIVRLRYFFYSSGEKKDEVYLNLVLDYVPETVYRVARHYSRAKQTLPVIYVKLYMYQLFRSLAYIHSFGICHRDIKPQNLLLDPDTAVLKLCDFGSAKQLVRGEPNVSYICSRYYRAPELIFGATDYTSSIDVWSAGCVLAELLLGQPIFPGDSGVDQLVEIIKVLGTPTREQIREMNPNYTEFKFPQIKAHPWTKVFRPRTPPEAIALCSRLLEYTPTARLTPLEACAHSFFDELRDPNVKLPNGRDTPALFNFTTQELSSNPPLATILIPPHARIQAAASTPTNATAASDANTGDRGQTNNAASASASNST
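Assay system: GST-tagged human GSK3beta kinase, cell-free; Input: 1.6 ng GSK3beta; Medium: Tris/MgCl2 kinase buffer; Timing: 60 min enzyme reaction, room temperature; Signal: ADP-Glo luminescence quantifying ADP generated by kinase; Evaluation: score relative to plate controls; Benchmarks: DMSO neutral wells and GW8510 at 20 µM as positive.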
The depositor's hits bear a star; . = no result given.

nr	Molecule	HSP90 refold inh	GSK3A inh	HSF-1 act	HSF1 inhib	aSyn UTR inh	KLF5 inhibitor	Dyrk1A ADPGlo	Platelet DG rel	IEC-6 tox	GSK3B inh
1	CN(CC(=O)Nc1c(Cl)cccc1Cl)C(=O)c1ccc2nc[nH]c2c1	.	-1	36	10	7	.	3	-1	.	13
2	Cn1nccc1C(=O)N1CCc2ccccc21	0	0	18	-2	-13	-38	0	-5	0	-2
3	Cc1ccc(S(=O)(=O)N(C)C)cc1NC(=O)COC(=O)CNC(=O)C12CC3CC(CC(C3)C1)C2	.	-3	-9	1	2	.	-2	-6	.	4
4	CN(CC(=O)Nc1c(Cl)cccc1Cl)C(=O)CNC(=O)c1ccc2ccccc2c1	.	-2	-9	-3	4	.	28	-6	.	0
5	COc1ccnc(Oc2ccc(F)cc2)c1C(=O)N/C=N/OCc1ccc(F)cc1	2	-3	-11	3	2	-18	-6	-7	4	0
6	CC(=O)CCc1oc2ccc([N+](=O)[O-])cc2c1-c1ccc(C)o1	0	-1	0	3	10	3	-11	1	1	2
7	COc1ccc(CC(=O)NNC(=O)CSc2nc(C)c(C)c(=O)[nH]2)cc1	-1	0	13	-7	-3	-14	1	-3	-4	0
8	COC(=O)c1cc(S(=O)(=O)NCc2cccc(OC)c2)cn1C	-4	-1	10	3	13	-12	8	2	-1	-5
9	O=C(c1cc(-c2cccc(O)c2)on1)N1CCN(C(c2ccccc2)c2ccccc2)CC1	-1	.	30	20	24	-17	5	1	-7	0
10	COCCN(CC1CCCN(C2Cc3ccccc3C2)C1)C(=O)c1cccs1 (stereo unspecified)	3	-1	18	3	-22	-9	1	0	0	0
11	CO/N=C/C(=N\Nc1ccc(C)cc1)C(=O)c1ccc(OC)cc1	-4	-2	-14	-13	7	-28	5	11	7	2
12	CCOc1c(OC)cccc1C(=O)NCC1(c2ccccc2)CCCC1	-2	1	14	2	-3	-14	-4	-6	-4	1
13	CS(=O)(=O)N1CCC(C(=O)Nc2ccc(F)cc2F)CC1	2	1	-3	-5	-4	3	-3	2	2	3
14	CCc1ccc(N2CC(C(=O)NCCC3=CCCCC3)CC2=O)cc1 (stereo unspecified)	-1	0	20	5	17	-13	0	-2	-5	5
15	C/C=C/C(=O)Nc1cccc(C2=NOC3(C2)C[C@H](C(N)=O)N(C(=O)/C=C/C)C3)c1 (stereo partly specified)	.	0	2	1	-4	.	4	5	.	2
16	CC(C)CCC(=O)N1CCOC1=O	-3	0	4	-4	5	-2	-6	-1	-3	0
17	COc1ccc2c(c1OC)C(=O)N1c3ccccc3C(=O)N(c3ccccc3)C21 (stereo unspecified)	3	1	-43	-36	34	-5	11	-2	-2	0
18	CCC(=O)Nc1cccc(C2=NOC3(C2)C[C@@H](C(N)=O)N(C(=O)CC(c2ccccc2)c2ccccc2)C3)c1 (stereo partly specified)	.	-4	-1	12	25	.	1	-4	.	2
19	Cn1c(Cn2c(=O)sc3ccccc32)nnc1SCC(=O)Nc1ccc(F)cc1	-2	2	6	7	7	1	-4	5	8	5
20	Nc1c(C(=O)N2CCCC2)sc2nc3c(cc12)CCCCCC3	-2	0	4	-5	-40	-14	.	8	2	3
21	Cc1c(NC(=O)c2ccc3ncccc3c2)c(=O)n(-c2ccccc2)n1C	-4	0	0	-7	1	3	-4	0	2	2
22	O=C(CNC(=O)c1ccc(N2C(=O)c3ccccc3C2=O)cc1)OCC(=O)c1ccccc1	1	0	6	-1	18	-17	2	-1	-1	5
23	CC1CC(C)CN(C(=O)c2ccc3nc[nH]c3c2)C1 (stereo unspecified)	-5	-2	-15	-9	5	-33	0	14	4	-2
24	CC1=C(C#N)C(=O)N(C)C(C)(C)C1	4	3	-2	3	-11	-1	-1	3	4	0
25	Cc1cc(C(=O)OC(C)C(=O)Nc2cccc(S(=O)(=O)N3CCOCC3)c2)c(C)o1 (stereo unspecified)	-1	-1	32	18	-4	7	0	-2	-5	0
26	Cc1ccc(NC(=O)CNC(=O)CC23CC4CC(CC(C4)C2)C3)c(O)c1	.	.	5	-2	-2	.	0	-18	.	5
27	CN1C(=O)c2ccc(NC(=O)CSc3ccccc3)cc2C1=O	-2	9	-31	-19	-30	-33	-1	8	2	-21
28	COc1ccc(Cl)cc1C(=O)Nn1cnc2ccccc2c1=O	0	-1	4	4	30	-18	-5	-2	-1	1
29	Cc1sc(NC(=O)c2ccc(Cl)s2)c(C(N)=O)c1C	0	-1	30	24	-284	-12	7	7	1	-11
30	CCc1nnc(NC(=O)C2CCCN2C(=O)Nc2ccccc2OC)s1 (stereo unspecified)	6	-2	0	-12	-12	-4	3	5	-4	-1
31	CCOC(=O)C1(O)CC(C)=NN1C(=O)c1cccc(Br)c1 (stereo unspecified)	3	-1	10	0	4	10	-8	-1	5	1
32	O=S(=O)(c1cc(Br)ccc1Br)N1CCCCCC1	2	-2	1	0	41	-30	0	-4	11	2
33	N#Cc1cc(-c2ccccc2)oc1NC(=O)c1ccccc1	-1	-2	8	-3	-6	0	-4	-6	-5	-1
34	OCCn1c(C(F)(F)F)nc2ccccc21	0	-5	4	-2	-1	-9	.	-6	5	-2
35	Cc1ccc(/C=C/C(=O)OCC(=O)NCCN2C(=O)CSC2=O)o1	-2	0	-79	-73*	4	-30	0	-3	-4	0
36	COCCN(C(=O)COC(=O)c1cccnc1SC)c1c(N)n(Cc2ccccc2)c(=O)[nH]c1=O	.	-1	-1	3	2	.	.	-6	.	1
37	C/C(CC(=O)Nc1ccc(N(C)C)cc1)=N\NC(=O)c1ccccc1O	-5	-1	13	-1	-11	-78	-2	-8	-6	-1
38	COC(=O)c1cc(OC)c(OC)cc1NC(=O)CN1CCCCC1	0	-1	12	-3	-18	-19	7	-1	3	6
39	COc1ccc(N(CC(=O)NC2CCCCC2)C(=O)c2ccc(C)s2)cc1OC	-2	1	71*	20	-11	-3	-2	0	8	1
40	COc1ccc(S(=O)(=O)Cc2ccc(C(=O)NC3CCCC3)o2)cc1	-2	1	6	1	7	-20	0	4	-3	3
41	CSc1nnc(-c2ccc(S(=O)(=O)N3CCOCC3)cc2)n1CC1CCCO1 (stereo unspecified)	-2	-1	-10	-11	5	-26	1	1	-5	-5
42	Cc1cc2c3nonc3ccc2n1C	1	-2	11	-10	1	-37	4	-3	-5	-2
43	CC(C)(C)c1ccc(Cn2c(=N)n(CC(O)c3ccco3)c3ccccc32)cc1 (stereo unspecified)	-3	6	56*	24	101*	-45	-3	-1	-3	-11
44	Cc1ccc(CSc2nnc(-c3ccncc3)n2C)cc1	-2	0	-5	4	-10	-28	46	-4	-2	-24
45	CS(=O)(=O)Nc1ccc2c(c1)OCC(=O)N2Cc1ccccc1	6	-2	40	17	-1	-48	-2	-2	0	-2
46	Cc1cc(N)ccc1N1CCCC1	-4	0	-3	-7	6	-10	-4	-66	-14	-1
47	CCOC(=O)c1c(C)[nH]c(C=C2C(=O)CCCC2=O)c1O	-4	-2	-2	-6	6	12	-10	20	-4	1
48	COCC(=O)NCc1ccc2c(c1)OCO2	0	4	20	3	-7	-17	4	1	-2	2
49	CS(=O)(=O)N1CCSC1c1ccc(Br)cc1 (stereo unspecified)	-3	-1	3	-2	7	8	5	0	-3	3
50	CC(C)CCNC(=O)c1ccc2c(c1)N(Cc1ccccc1)C(=O)CS2=O (stereo unspecified)	5	-3	4	0	14	-4	22	1	0	-1
51	COc1ccc(OC)c(C(=O)c2coc3ccc(O)cc23)c1	1	1	16	7	-16	-17	10	-3	-8	-5
52	COc1ccccc1NC(=O)c1ccc2c(c1)C(=O)N(Cc1ccco1)C2=O	-2	.	.	.	.	-14	3	.	-2	1
53	O=C(N=C1SC2CS(=O)(=O)CC2N1c1ccc(OC(F)(F)F)cc1)C1CC1 (stereo unspecified)	3	0	4	4	-12	-105	-4	0	-4	0
54	Cc1ccc(C(=O)CSc2nc(-c3ccccc3)ccc2C#N)cc1	-2	-2	28	13	-25	-8	-4	-6	4	1
55	CC1CCCN(S(=O)(=O)c2ccc(NC(=O)c3cccc(-n4cnnn4)c3)cc2)C1 (stereo unspecified)	-4	0	16	2	14	3	7	-5	4	1
56	Cc1ccc(C(C)NC(=O)c2ccco2)cc1 (stereo unspecified)	1	0	-15	-3	20	-12	-6	1	0	0
57	CCOC(=O)c1c(/N=C/C2C(=O)CCCC2=O)sc2c1CCCC2	-2	-5	-13	-8	-24	-9	-2	0	7	0
58	Cc1ccc2c(c1)cc1c(=O)n(CC(=O)NCCCc3ccccc3)nc(C)n12	0	1	11	-2	-4	-19	-4	-3	-11	-2
59	Cc1sc2nc(-c3ccccc3)[nH]c(=O)c2c1-c1ccccc1	-4	-2	0	-1	-3	-4	.	-5	0	3
60	CCOC(=O)N1CCC(Nc2nc3ccccc3n3nnnc23)CC1	-3	0	8	-3	-3	-17	9	-7	-1	-3

Further records follow.
nr	Molecule	HSP90 refold inh	GSK3A inh	HSF-1 act	HSF1 inhib	aSyn UTR inh	KLF5 inhibitor	Dyrk1A ADPGlo	Platelet DG rel	IEC-6 tox	GSK3B inh
61	O=C(CCN1C(=O)C2CCCCC2C1=O)Nc1cc(F)ccc1F (stereo unspecified)	-2	0	7	-2	-2	-37	-4	-16	-3	1
62	Cc1cc(C(F)F)n2nc(C(=O)Nc3c(F)cc(F)cc3Br)nc2n1	5	-4	-18	3	2	-16	0	22	0	0
63	CCn1c(SCc2ccc(C(=O)OC)o2)nc2sc3c(c2c1=O)CCCC3	5	-5	22	18	18	-19	-4	3	5	2
64	COc1ccc(C)cc1NC(=O)CNC(C)C(=O)Nc1ccc(C(C)=O)cc1 (stereo unspecified)	1	-3	37	6	4	-25	-4	0	-14	1
65	O=C(O)c1nc(N2CCCCC2)ncc1Cl	-1	-8	0	-3	-10	-14	5	1	5	4
66	O=C(Cc1ccccc1[N+](=O)[O-])NCCCN1CCOCC1	1	-1	-9	-2	22	-39	-6	0	5	5
67	COc1ccc(Nc2cc(C(=O)NCCCN3CCOCC3)c3ccccc3n2)c(OC)c1	-3	0	31	1	5	-23	-7	1	1	3
68	CC(=O)Nc1ccc(S(=O)(=O)N2CCSC2c2ccco2)cc1 (stereo unspecified)	0	-1	-25	-5	8	-7	-1	-3	-5	0

Not all compounds are listed (hit frequency here may not be typical).
